Screening results from PubChem BioAssay.
PPARg SRC-3 ag: PPARgamma-driven SRC-3 recruitment agonism; activation, % at 8 µM; biochemical PPARgamma/SRC-3 coactivator recruitment assay; P37231; 200,000 tested, 0.26% active; in the data active means activation above about 23%;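 further: 0% = DMSO and 100% = reference agonist; some compounds past the cut are filed as inactive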
Target sequence (P37231 whole entry, looked up): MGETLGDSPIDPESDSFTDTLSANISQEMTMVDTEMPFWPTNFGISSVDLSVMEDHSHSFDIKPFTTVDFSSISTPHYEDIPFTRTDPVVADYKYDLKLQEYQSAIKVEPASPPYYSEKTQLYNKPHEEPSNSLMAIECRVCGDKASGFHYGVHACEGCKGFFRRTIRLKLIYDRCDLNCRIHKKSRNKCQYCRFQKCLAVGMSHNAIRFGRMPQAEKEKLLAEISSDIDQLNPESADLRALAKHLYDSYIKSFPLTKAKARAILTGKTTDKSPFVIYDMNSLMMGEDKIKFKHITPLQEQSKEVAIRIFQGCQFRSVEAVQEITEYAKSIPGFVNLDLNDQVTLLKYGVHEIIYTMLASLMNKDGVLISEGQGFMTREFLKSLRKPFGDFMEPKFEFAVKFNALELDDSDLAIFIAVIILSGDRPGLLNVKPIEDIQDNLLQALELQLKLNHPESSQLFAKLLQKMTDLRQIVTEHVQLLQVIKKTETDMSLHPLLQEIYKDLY
ROMK primary: modulators of human ROMK potassium channel | P48048 | Tet-inducible ROMK, thallium flux fluorescence; actives lie on both sides | B-score at 10 µM | 130,000 tested, 2% active | AID 1918;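 active means signal ratio slope over the read window, or its plate-corrected B-score, at least 3 SD from the plate mean, either direction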;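 further: B-score of the F/F0 ratio slope over 7 to 12 s after thallium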
bIAP inh: intestinal alkaline phosphatase (bovine) inhibition. purified bovine IAP, CDP-star luminescence, 30 min. inhibition, % at 20 µM. 190,000 tested, under 10 active. AID 1019;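 active means over 50% inhibition of intestinal alkaline phosphatase at 20 µM in the single-dose screen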
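System: Purified bovine intestinal alkaline phosphatase (IAP) enzyme | Input: IAP diluted 1/65,000,000 in the well | Also added: CDP-star chemiluminescent phosphatase substrate, 30 µM final | Dosing: 20 µM single dose | Times: Enzyme reaction for 30 min at room temperature | Detection: Luminescence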
L major viab: Leishmania major promastigote growth inhibition | Leishmania major promastigotes, resazurin fluorescence viability | inhibition, % at 10 µM | 200,000 tested, 9% active | AID 1063; in the data active means inhibition above about 50%;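 further: promastigotes grown with compound for 44 hours at 28 °C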
SRC2 TRFRET art: TR-FRET artefact, counter-screen to PPARgamma/SRC-2 agonist assay. active compounds read high. TR-FRET ratio at 8 µM. 200,000 tested, 0.4% active. AID 1049; in the data active means TR-FRET ratio above about 2000; further: inactives centre near 1500; reference of the scale not given here
Redox H2O2 prof: compounds producing H2O2 with reducing agent – biochemical, NIH compound library profiling, artefact control for MLSCN library redox annotation, primary screen. DTT-dependent redox cycling H2O2, phenol red/HRP absorbance; 100% = 100 µM peroxide control, 0% = buffer. activation, % at 10 µM. 200,000 tested, 0.03% active;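 active means activation of at least 50% relative to the plate's high and low controls in the primary single-dose screen; inactive means activation below 50%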;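 further: compound incubated with DTT at 0.8 mM final as the reducing agent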
RAM network inh: blocks the yeast RAM network. S. cerevisiae dse1pr::URA3 reporter, 5-FOA growth OD615, 2 d; analog-sensitive cbk1-as2 kinase mutant strain. 190,000 tested, 1.8% active. inhibition, % at 50 µM;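 active means inhibition above a set limit, 3 SD over mean compound inhibition, cut at about 8.4% in these data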;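 further: 0% = DMSO-only wells with no growth and 100% = 10 µM 1-NA-PP1 full growth; inhibition rescues growth on 5-FOA so higher OD means more RAM inhibition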
PPARg SRC-1 ag: PPARgamma-driven SRC-1 recruitment agonism; activation, % at 8 µM; AID 631; PPARgamma-SRC-1 coactivator recruitment biochemical assay; 200,000 tested, 0.41% active; P37231; in the data active means activation above about 19%;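 further: 0% = DMSO and 100% = reference agonist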
S1P3 antagonist: antagonists of human S1P3 receptor | Q99500 | CHO S1P3 NFAT-BLA reporter, FRET fluorescence, antagonist mode | inhibition, % at 4.98 µM | 170,000 tested, 0.27% active | AID 485;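 active means inhibition above the plate cutoff, the mean inhibition of test wells on that plate plus 3 SD, cut at about 28% in these data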;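 further: cells challenged with S1P at its EC80 of 0.8 µM; blue over green emission ratio from cleaved BLA substrate after 4 h stimulation; 0% = S1P-stimulated wells and 100% = unstimulated DMSO-only wells; some compounds past the cut are filed as inactive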
Target sequence (Q99500 whole entry, looked up): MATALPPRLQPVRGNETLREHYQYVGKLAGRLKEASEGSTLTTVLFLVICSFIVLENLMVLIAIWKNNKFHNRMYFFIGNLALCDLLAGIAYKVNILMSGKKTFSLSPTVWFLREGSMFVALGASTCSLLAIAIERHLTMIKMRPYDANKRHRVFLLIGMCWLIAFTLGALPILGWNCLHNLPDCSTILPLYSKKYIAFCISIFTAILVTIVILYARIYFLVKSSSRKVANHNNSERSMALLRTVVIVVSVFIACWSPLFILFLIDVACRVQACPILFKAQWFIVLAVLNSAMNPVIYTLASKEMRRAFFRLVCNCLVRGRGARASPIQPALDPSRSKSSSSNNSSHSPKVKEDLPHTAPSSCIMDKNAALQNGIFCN
PPARg SRC2 recr: promotes SRC-2 coactivator recruitment by human PPARgamma; P37231; activation, % at 8 µM; PPARgamma LBD-SRC-2 recruitment, biochemical; 200,000 tested, 0.34% active; in the data active means activation above about 22%;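 further: 0% = vehicle and 100% = reference agonist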
HMGR II inh: inhibitors of class II HMG-CoA reductase from Enterococcus faecalis; purified E. faecalis HMGR, NADPH absorbance 340 nm kinetic; inhibition, % at 10 µM; 190,000 tested, 0.41% active;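 active means inhibition above a set limit, the median over all tested compounds plus 3 SD, cut at about 9.5% in these data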;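 further: enzyme runs in reverse so mevalonate oxidation gives rising NADPH absorbance; 0% = complete reaction with DMSO and 100% = background rate lacking mevalonate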
The depositor's hits bear a star; · = no result given.

Results follow in this order: HMGR II inh	PPARg SRC2 recr	RAM network inh	Redox H2O2 prof	SRC2 TRFRET art	L major viab	bIAP inh	ROMK primary	S1P3 antagonist	PPARg SRC-3 ag	PPARg SRC-1 ag
> O=C(OC(C(=O)NCc1cccs1)c1ccccc1F)c1ccco1 (stereo not drawn)
→ -5	4	2.0	1.7	1570	-1	14	·	·	5	1
> O=C(c1ccc2nc[nH]c2c1)N1CCc2ccccc2C1
→ -2	-3	1.6	-1.2	1416	-1	18	0.076	-7	1	-2
> CCCCN=Cc1c(C)[nH]n(-c2ccccc2)c1=S
→ -2	-7	-1.1	-0.9	1718	-5	3	-1.9	11	3	4
> COc1ccc(C(=O)C2CCCN(Cc3ccc4nonc4c3)C2)c(OC)c1 (stereo not drawn)
→ -1	-1	0.4	-1.2	1515	88*	1	-1.3	6	0	9
> Cc1ccc(N2CC(C)Cn3c2nc2c3c(=O)n(CC(=O)OCc3ccccc3)c(=O)n2C)cc1C (stereo not drawn)
→ 1	-4	4.7	-0.7	1433	59*	0	·	-19	-2	-1
> CCN1C(=O)c2ccccc2S(=O)c2ccc(C(=O)N3CCN(C(=O)c4ccco4)CC3)cc21 (stereo not drawn)
→ -1	-5	2.2	0.0	1600	-3	8	·	-25	0	-5
> Cc1nc(N2CCOCC2)sc1C(=O)NN
→ 6	-3	0.9	-0.8	1573	7	-2	0.2	-28	2	3
> COc1ccc(Cn2nnnc2C(c2ccccc2Cl)N2CCC(C(N)=O)CC2)cc1 (stereo not drawn)
→ -1	-6	·	1.8	1526	-3	-8	·	·	4	-3
> COc1ccc(NC(=O)CCN2CCCCCC2)cc1
→ -8	-2	0.9	0.1	1529	-1	5	·	·	15	5
> COC(=O)c1ccc(NC(=O)Cc2ccccc2)cc1
→ 2	-1	2.7	0.6	1321	76*	6	·	-6	-19	-5
> O=C(NCc1ccco1)C12CN(Cc3ccccc3)CC1C(c1ccc([N+](=O)[O-])cc1)=NO2 (stereo not drawn)
→ -5	8	1.3	0.8	1701	4	-1	·	·	8	6
> CCCCNc1cc(=O)oc2ccccc12
→ 0	-2	1.5	0.0	1489	8	5	·	·	1	-8
> Cc1ccc(C(=O)N/C(=C/c2cccs2)C(=O)NCc2ccco2)cc1
→ -3	1	-0.3	0.0	1506	0	16	0.22	-7	1	-6
> CCOC(=O)c1ccccc1NC(=O)c1ccccc1NS(C)(=O)=O
→ -2	5	2.5	0.1	1529	47	-7	·	-50	1	0
> CC(OC(=O)c1ccc(NS(=O)(=O)c2ccc3[nH]c(=O)[nH]c3c2)cc1)C(=O)Nc1ccc(Cl)cc1 (stereo not drawn)
→ -9	1	3.1	-0.8	1402	5	1	-0.015	11	-2	0

Reprinted from the part before: 2 entries, then new ones.
Results follow in this order: HMGR II inh	PPARg SRC2 recr	RAM network inh	Redox H2O2 prof	SRC2 TRFRET art	L major viab	bIAP inh	ROMK primary	S1P3 antagonist	PPARg SRC-3 ag	PPARg SRC-1 ag
> CCOC(=O)c1ccccc1NC(=O)c1ccccc1NS(C)(=O)=O
→ -2	5	2.5	0.1	1529	47	-7	·	-50	1	0
> CC(OC(=O)c1ccc(NS(=O)(=O)c2ccc3[nH]c(=O)[nH]c3c2)cc1)C(=O)Nc1ccc(Cl)cc1 (stereo not drawn)
→ -9	1	3.1	-0.8	1402	5	1	-0.015	11	-2	0
> CCOc1ccc(N2CC(C(=O)Nc3ccc(F)cc3F)CC2=O)cc1 (stereo not drawn)
→ -1	6	0.2	0.3	1352	-7	-4	·	·	18	3
> Cc1cc(C(=O)CSc2nnc(-c3ccco3)o2)c(C)n1-c1ccc2c(c1)OCCO2
→ -7	9	2.7	0.9	1740	1	10	·	-14	-1	11
> COc1cc(OC)c(OC)cc1/C=N/Nc1ncnc2c1[nH]c1ccccc12
→ -1	3	5.0	-0.1	1733	61*	3	-1.1	-10	4	7
> O=C(CN(CCO)c1ccccc1)Nc1cccc(S(=O)(=O)N2CCCC2)c1
→ 3	8	2.4	0.2	1507	-1	1	-1.2	2	6	9
> OC(COc1ccc2ccccc2c1)CN1CCCC1 (stereo not drawn)
→ 0	-5	0.1	1.9	1397	74*	14	-0.42	-23	-13	3
> O=C(COC(=O)/C=C/c1ccc(Br)o1)NCCCN1CCCC1=O
→ 4	14	4.8	-0.2	1658	-8	-4	0.51	-12	5	6
> COCCN1C(=O)c2oc3ccccc3c(=O)c2C1c1ccc(OC)c(OC)c1 (stereo not drawn)
→ -1	-8	2.8	0.6	1392	-3	-12	0.74	-6	-6	-5
> CCc1ccccc1NC(=S)N(Cc1cccc(C)c1)c1cccnc1
→ -4	5	1.9	-0.7	1674	22	5	-0.71	5	3	10
> COc1cc2c(=O)n(CC3CCCO3)c(=O)n(CC(=O)Nc3cccc(Cl)c3)c2cc1OC (stereo not drawn)
→ -6	1	1.1	0.4	1481	13	-10	0.24	-10	-12	2
> Cn1ncc(C#N)c1NC(=O)C1CC(c2ccc(Cl)c(Cl)c2)=NO1 (stereo not drawn)
→ -11	-3	1.6	0.5	1426	0	3	·	·	-10	-8
> CCCCNC(=O)CN1C(=O)NC2NC(=O)NC21 (stereo not drawn)
→ -5	8	0.8	-2.1	1698	-6	5	·	·	0	3
> CN=c1scc(-c2ccccc2F)n1/N=C/c1ccc[nH]1
→ -6	14	2.4	-1.2	1489	12	7	-0.073	-3	13	2
> O=C(Cn1nnc2ccccc2c1=O)NCCc1ccc(Cl)cc1Cl
→ -10	10	1.5	0.8	1607	-7	14	·	-2	-1	-6
> C=CCN(C(=O)c1cccc(N2C(=O)C3CC=CC(C)C3C2=O)c1)c1ccccc1 (stereo not drawn)
→ 0	8	4.6	0.2	1678	-9	-2	-0.21	-7	3	5
> O=C1C(Nc2ccccc2)=C(N2CCCCC2)C(=O)c2ccccc21
→ -6	-6	1.9	-0.3	1448	97*	16	·	·	-7	-5
> COc1ccc(Cl)cc1NC(=O)CNc1ccccc1CN(C)C1CCCCC1
→ 0	4	1.5	-0.9	1613	96*	39	-2.2	-33	4	8
> CN1CCN(C(=O)/C(=C\c2cccs2)NC(=O)c2cccs2)CC1
→ -1	-6	0.3	1.1	1492	47	9	-0.2	-6	-2	3
> O=C(CSCc1c(F)cccc1Cl)Nc1cccnc1
→ -7	5	0.5	-0.1	1695	-3	-9	0.22	-19	4	0
> CN1C(=O)CSc2ccc(NC(=O)N3CCN(c4ccccc4)CC3)cc21
→ -3	3	0.9	0.1	1652	21	-19	0.39	2	-5	0
> Oc1ccc(/C=N/NC2=NCCCCC2)cc1
→ 1	2	0.0	0.0	1592	2	11	0.46	·	-8	-7
> CCn1cc(C(=O)OCC(=O)Nc2ccc(C(C)C)cc2)c(=O)c2ccc(C)nc21
→ -4	8	2.7	-0.3	1682	-9	-3	-0.35	-2	6	9
> O=C1COc2ccc(-c3n[nH]c(=O)c4ccccc34)cc2N1
→ -5	-2	3.3	-0.3	1425	-7	-2	-0.9	-6	5	-14
> Cc1cc(NC(=O)C(C)(C)C)no1
→ -1	1	0.3	-3.0	1434	-4	0	-1.7	-1	2	4
> O=C(c1ccc(Br)o1)N1CCN(c2ccccc2F)CC1
→ 0	3	1.7	0.4	1536	-8	6	-0.51	13	20	4
> C/C(=N\NC(=O)c1cccc(S(=O)(=O)N2CCCC2)c1)c1ccco1
→ 1	-1	1.5	0.2	1641	-5	-23	-0.62	1	0	-4
> COC(=O)c1sc(S(=O)(=O)NCCC(=O)O)c(C(=O)OC)c1C
→ 2	7	2.0	-0.5	1631	-4	-21	0.72	-8	1	-3
> CC(C)NC(=S)NC(=O)c1ccc(Cl)cc1Cl
→ -5	4	-1.0	0.3	1483	0	13	·	6	0	-2
> Cc1nc(N)sc1Cc1ccc2c(c1)OCO2
→ -5	1	0.3	0.8	1497	7	13	·	-37	-16	1
> C=CCCC(=O)Nc1nc(C)c(-c2csc(Nc3ccc(Cl)cc3Cl)n2)s1
→ -4	6	4.3	-4.2	1720	7	0	·	·	14	-6
> Cc1ccsc1/C=C1\SC(N)=NC1=O
→ -9	11	2.7	-5.0	1449	-5	-10	-0.43	·	6	6
> O=C(/C=C/c1ccccc1)N/C(=C/c1ccccc1)C(=O)N1CCCCC1
→ -1	10	0.3	-3.1	1767	7	5	·	·	-3	9
> O=[N+]([O-])c1c(Nc2ccccc2)ccc2nonc12
→ -1	7	-0.6	-0.7	1622	-3	12	·	·	2	17
> CCCSc1nsc(NC(=O)CCC)n1
→ -3	2	-0.1	-1.7	1635	22	-2	-0.28	-11	4	7
> COc1nc(N=C(N)N)nc2ccc(C)cc12
→ -1	-2	1.1	0.4	1497	12	1	·	-30	-9	-1
> Cc1noc(C)c1S(=O)(=O)N1CCC(C(=O)N(C)Cc2ccccc2)CC1
→ -2	-6	0.3	-0.4	1666	-5	0	0.54	·	-5	2
> Cc1ccc(S(=O)(=O)N2CCC(C(=O)OCc3ccc([N+](=O)[O-])cc3)CC2)cc1
→ 0	0	2.0	0.3	1497	-4	20	·	3	-3	-10
> COc1ccc(/C=C/C(=O)OCCNC(=O)c2ccncc2)cc1OC
→ -3	13	-1.5	-0.6	1528	-11	-1	0.6	-9	-3	11
> C=CCc1ccccc1OCC(O)Cn1ccnc1C (stereo not drawn)
→ -2	-1	-0.7	0.5	1497	1	15	·	12	-2	4
> COc1ccc(C(C)=O)cc1CSc1nnc2c(Cl)cc(Cl)cn12
→ -7	0	1.2	-0.6	1587	-3	10	-0.35	11	6	5
> CC1CCN(c2nc3ccc(C(=O)N4CCN(Cc5ccccc5)CC4)cc3s2)CC1
→ -4	-3	0.6	-1.6	1731	14	-4	·	·	3	10
